From PubChem
TRHR agonist = qHTS for Small Molecule Agonists and Allosteric Enhancers of Human TRH Receptor: Primary Screen for Agonists | Thyrotropin-releasing hormone receptor (Homo sapiens), P34981 | TRHR cells, calcium flux fluo-8, FDSS agonist mode | activation, % at 2 µM | 360,000 compounds, 0.18% hits; in the data active means activation above about 30%; further: 0% is about no effect
Target sequence (P34981 whole entry, looked up): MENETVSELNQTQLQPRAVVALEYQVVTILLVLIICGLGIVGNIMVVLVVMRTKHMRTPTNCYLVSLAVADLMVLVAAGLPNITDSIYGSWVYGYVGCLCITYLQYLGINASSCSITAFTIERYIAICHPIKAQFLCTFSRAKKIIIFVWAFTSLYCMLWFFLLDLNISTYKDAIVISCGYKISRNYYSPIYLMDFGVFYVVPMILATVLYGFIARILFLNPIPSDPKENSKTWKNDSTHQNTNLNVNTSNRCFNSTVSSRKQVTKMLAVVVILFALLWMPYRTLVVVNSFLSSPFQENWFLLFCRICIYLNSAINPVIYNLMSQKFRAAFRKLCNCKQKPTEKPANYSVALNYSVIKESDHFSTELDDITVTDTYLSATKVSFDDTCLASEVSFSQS
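TRHR-expressing cells loaded with fluo-8 calcium dye; 23 nL library compound pin-transferred, kinetic FDSS fluorescence (Ex 480/Em 530) recorded about 180 s for agonist-induced calcium release, before a 10 nM TRH EC20 addition for potentiator mode.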
Pol beta inh = qHTS Assay for Inhibitors of DNA Polymerase Beta. P06746. Pol beta primer extension/strand displacement, fluorescence kinetic. Potency, µM (doses to about 114 µM), inactives show at the highest dose activity change, negative = inhibition, most hits filed as inhibitors. 340,000 compounds, 1.3% hits. AID 485314, 2010; further: potency means the concentration at half of the fitted maximal effect; on the % scale 0 is the no-effect control and ±100 the full control effect
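Pol beta (10 nM) and compounds were preincubated 15 min at room temperature, then 50 nM substrate (final) started primer extension/strand displacement. Reads were taken at 0 and 10 min; concentration-response data were fitted to a four-parameter Hill equation.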
APE1 inh = qHTS Assay for Inhibitors of the Human Apurinic/apyrimidinic Endonuclease 1 (APE1); recombinant APE1, TAMRA/BHQ-2 abasic DNA cleavage fluorescence; Potency, µM (titrated, usually from 65.8 µM), for inactives: at the highest dose activity change, negative = inhibition, hits mostly inhibitors; 350,000 compounds, 0.35% hits;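 further: potency means the concentration at half of the fitted maximal effect; plate controls were vehicle for no effect and reference inhibitor for full effect; nearly all actives have a fitted effect of over 55% in size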
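Enzyme (0.75 nM final) and test compound are incubated 15 min at room temperature before adding 50 nM quenched THF abasic-site duplex. Cleavage dequenches TAMRA, followed at 525/598 nm over three reads one minute apart.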
Anesthetic bind = qHTS Assay for Identification of Novel General Anesthetics | Ferritin light chain (Equus caballus), P02791 | apoferritin/1-aminoanthracene competitive binding, fluorescence | Potency, µM (titrated, usually from 77.5 µM), for inactives: top-dose activity change, negative = displacement, actives largely listed as inhibitors | 350,000 compounds, 0.074% hits | AID 485281, 2010; further: potency means the concentration at half of the fitted maximal effect; on the % scale 0 is the no-effect control and ±100 the full control effect; nearly all actives have a fitted effect of over 20% in size
Target sequence (P02791 2-175 limits assumed): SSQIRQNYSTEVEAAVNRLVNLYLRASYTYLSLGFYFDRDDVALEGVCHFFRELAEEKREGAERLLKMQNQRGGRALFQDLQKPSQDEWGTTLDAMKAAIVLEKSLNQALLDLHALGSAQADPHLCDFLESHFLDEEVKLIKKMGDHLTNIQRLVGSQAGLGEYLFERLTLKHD
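Concentration-response curves derived by four-parameter Hill fitting of normalized fluorescence, where compounds displaced 1-AMA from 10 uM horse apoferritin following a brief 10 min room-temperature incubation; propofol titration acted as positive control.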
ERG-DNA inh = qHTS for Small Molecule Inhibitors of the ERG Ets/DNA interaction; fluorescence polarization, His-ERG Ets domain / labelled DNA; Transcriptional regulator ERG (Homo sapiens), P11308; 370,000 compounds, 0.028% hits; Potency, µM (doses to about 76.9 µM), for inactives: at the highest dose FP activity, negative = inhibition, actives largely listed as inhibitors; active means well fitted inhibition curve with a large enough effect in the polarisation, with a control signal flat; inconclusive means small, poorly fitted or top-dose-only effect, or effect the other way, or a change in a side signal; inactive means no such curve, though single readings can be large or run the other way; the % refers to the polarisation;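 further: polarization taken with two DNA probes labelled with fluorescein and Texas red; potency means the concentration at half of the fitted maximal effect; % of control where 0% means no effect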
Target sequence (P11308 whole entry, looked up, the tested form may be a part): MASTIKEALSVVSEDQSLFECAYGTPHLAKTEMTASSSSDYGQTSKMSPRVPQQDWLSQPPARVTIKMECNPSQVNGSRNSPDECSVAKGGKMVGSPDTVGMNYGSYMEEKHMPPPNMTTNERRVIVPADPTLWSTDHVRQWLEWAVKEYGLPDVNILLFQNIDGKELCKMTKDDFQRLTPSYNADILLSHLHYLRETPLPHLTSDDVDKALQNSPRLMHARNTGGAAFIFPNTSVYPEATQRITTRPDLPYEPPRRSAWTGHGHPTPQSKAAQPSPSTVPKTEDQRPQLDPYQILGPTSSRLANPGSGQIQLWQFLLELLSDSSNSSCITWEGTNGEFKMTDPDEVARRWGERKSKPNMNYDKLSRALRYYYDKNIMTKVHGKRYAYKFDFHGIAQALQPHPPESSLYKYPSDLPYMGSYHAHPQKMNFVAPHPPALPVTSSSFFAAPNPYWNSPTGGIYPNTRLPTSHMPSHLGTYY
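His-tagged ERG Ets domain (1 uM in the protein solution; 300mM KCl, 50mM Tris-HCl, 1mM EDTA, 1mM DTT, pH 7.5) received compound, then a probe mix of 5 nM fluorescein-DNA and 100nM Texas-615-DNA. Fluorescence polarization was read for both dyes.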
ALOX12 inh = Primary qHTS assay for inhibitors of human arachidonate 12S-lipoxygenase (ALOX12): Round 2; purified 12hLO, xylenol orange hydroperoxide absorbance; Potency, µM (highest dose often 108 µM), for the others: top-dose activity change, negative = inhibition, actives largely listed as inhibitors; 580,000 compounds, 1.1% hits; AID 1671190, 2021; further: potency means the concentration at half of the fitted maximal effect; on the % scale 0 is the no-effect control and ±100 the full control effect
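Purified human 12hLO (150 nM final) in 25 mM Hepes, 0.01% Triton X-100, pH 7.0 was preincubated 15 min at room temperature with compound. Then 40 uM arachidonic acid was added, 30 min. Hydroperoxide was read by Fe-XO absorbance ratio 573/405 nm.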
BLM inh = qHTS Assay for Inhibitors of Bloom's syndrome helicase (BLM); AID 2528, 2010; RecQ-like DNA helicase BLM (Homo sapiens), P54132; recombinant BLM DNA unwinding, fluorescence dequenching; Potency, µM (top dose mostly 56.1 µM), for the others: at the top dose activity change, negative = inhibition, hits mostly inhibitors; 350,000 compounds, 0.2% hits;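 further: potency means the concentration at half of the fitted maximal effect; plate controls were vehicle for no effect and no enzyme for full effect; nearly all actives have a fitted effect of over 35% in size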
Pol iota inh = qHTS for Inhibitors of Polymerase Iota; Pol iota fluorescent replication assay, 10 min; Potency, µM (series often up to 115 µM), for the others: top-dose activity, negative = inhibition, actives largely listed as inhibitors; 390,000 compounds, 1% hits; AID 588590, 2011; further: potency means the concentration at half of the fitted maximal effect
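Pol iota at 10 nM preincubated 15 min with compounds at room temperature; reaction started with fluorescent substrate, 50 nM final. Fluorescence read kinetically at 0 and 10 min; buffer-only wells as negative control.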
Pol kappa inh = qHTS for Inhibitors of Polymerase Kappa; purified Pol kappa, fluorescent DNA synthesis assay, 10 min; Potency, µM (top dose mostly 107 µM), for inactives: top-dose activity, negative = inhibition, actives largely listed as inhibitors; 400,000 compounds, 0.53% hits; AID 588579, 2011; further: potency means the concentration at half of the fitted maximal effect; on the % scale 0 is the no-effect control and ±100 the full control effect
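Kinetic fluorescence readout at 0 and 10 min followed reaction start with substrate at 50 nM final. Beforehand, enzyme (10 nM Pol kappa) stood 15 min with compound at room temperature; buffer-only wells were negative controls.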
Starred values were filed as active, the others as inactive; i = inactive; ? = inconclusive; . = no result given; & = joins results of further samples; [ ] = another dose, or the depositor's remark. Unless noted, the call rests on the fitted dose curve; in most records, active means well fitted curve in the direction sought with a large enough effect; inconclusive means small, poorly fitted or top-dose-only effect, or another doubt; inactive means no such curve, though single readings can be large; an effect the other way counts as inactive or inconclusive.

| SMILES | TRHR agonist | Pol beta inh | APE1 inh | Anesthetic bind | ERG-DNA inh | ALOX12 inh | BLM inh | Pol iota inh | Pol kappa inh |
| --- | --- | --- | --- | --- | --- | --- | --- | --- | --- |
| COc1ccc(NC(=O)N2CCCC2)cc1OC | 0.3 | 17.6% | 2.8% | -9.9% | 0.4% | -17.7% | 3.0% | 14.4% | 5.1% |
| Cc1onc(-c2ccccc2)c1C(=O)Nc1cccc(OC(C)C)c1 | 0.2 | -3.7% | ? | -17.5% | 2.0% | 14.3% | -6.1% | -10.3% | -9.1% |
| Cc1nc(N2CCN(C(=O)c3ccco3)CC2)c2c3c(sc2n1)CCC3 | -0.5 | -2.2% | 1.2% | -15.1% | -3.5% | ? | -2.1% | 6.6% | -13.1% |
| CCc1c(C)nc(SCC(=O)N2CCN(c3ccccc3)CC2)[nH]c1=O | -0.1 | -2.8% | 1.9% | -5.5% | 3.0% | -17.4% | -9.4% | 49.8%[activator] | -3.7% |
| COc1ccc(C(=O)CSc2nc3nc(C)cc(C)n3n2)cc1OC | 1.0 | 1.6% | 8.3% | -13.1% | . | -16.8% | 4.1% | 22.3% | 2.1% |
| CC(=O)Nc1ccc(/C=N/Nc2ccc(C(=O)c3c(C)cc4ccccn34)cc2[N+](=O)[O-])cc1 | -0.5 | -2.8% | 6.9% | -5.8% | -7.2% | -13.0% | -4.0% | 32.8%[activator] | -14.0% |
| Cc1cccc(N2CCN(C(=O)c3cc(C)oc3C)CC2C)c1 (stereo not drawn) | -0.2 | -1.9% | -5.4% | -16.1% | . | -24.3% | 0.4% | 12.2% | -8.5% |
| Cn1c(-c2nonc2N)nc2ccccc21 | 0.1 | 25.1% | 7.4% | -4.8% | -6.6% | 15.1% | -8.4% | 20.3% | -5.4% |
| Cc1cc(Cl)ccc1N=C1N=C(N)c2ccccc21 | -1.4 | 0.7% | 2.8% | 2.6% | 1.8% | -1.9% | 2.4% | 121.3%[activator] | -3.5% |
| COc1ccc(S(=O)(=O)N(Cc2nc(-c3cccc(C)c3)no2)C2CCCCC2)cc1 | 2.3 | 1.5% | . | 90.0%[activator] | -7.0% | 8.7% | -3.8% | 10.0% | -21.7% |
| O=C(c1cncc(Br)c1)N1CCN(c2ccc(N3CCOCC3)nn2)CC1 | 0.1 | 0.6% | -3.6% | 47.9%[activator] | -4.5% | ? | -1.6% | -0.3% | -7.1% |
| COc1ccc(-c2cc(-c3ccccc3)nc3c2COc2ccccc2-3)cc1 | 0.5 | 14.8% | . | -0.8% | -1.5% | -2.8% | -8.4% | ? | -1.7% |
| CCc1c(C)sc(NC(=O)c2cc(-c3ccc(O)cc3)on2)c1C#N | 0.0 | 12.4% | 2.5% | 5.0% | 12.2% | -14.4% | -4.6% | -5.9% | 8.0% |
| Cc1ccc(S(=O)(=O)N2[C@@H](c3ccccc3F)C(C(=O)O)=CC[C@H]2c2cccc(C)c2)cc1 | -0.7 | . | 60.8%[activator] | . | -6.6% | -18.5% | . | 19.7% | 2.7% |
| CCOC(=O)C1CCN(C(=S)Nc2ccc(C)cc2)CC1 | -0.3 | 34.3% | 0.1% | -6.0% | -0.3% | -19.6% | -9.2% | 23.6% | 15.1% |
| Cc1cc(NC(=O)CSc2nc3ccccc3s2)no1 | -0.8 | 21.6% | 18.6% | -7.1% | -2.4% | i | -15.7% | 0.9% | -13.3% |
| c1ccc(CC2CCCNC2)cc1 (stereo not drawn) | 4.0 | 0.5% | 2.3% | -3.5% | 6.3% | -7.6% | -0.5% | 85.4%[activator] | -0.5% |
| CN(C)C(CNC(=O)c1ccc(OCc2cn3ccccc3n2)cc1)c1ccco1 (stereo not drawn) | -0.1 | . | -14.9% | . | 1.1% | 130.5%[activator] | . | 22.4µM* | ? |
| CCOc1ccccc1NC(=O)COC(=O)CC(C)(C)CC1=NS(=O)(=O)c2ccccc2N1 | -0.6&-0.4 | 29.5%&8.6% | 36.7% | 7.5%&-7.7% | -8.6%&2.7% | -5.3%&-19.6% | -4.2%&-0.7% | 3.7%&15.3% | 1.1% |
| O=C(O)CCn1c(Cc2ccccc2)nc2ccccc21 | 0.6 | -0.9% | 28.0% | -9.1% | 11.6% | -19.2% | -2.3% | 90.5%[activator] | -1.0% |
| CC(=O)NNC(=O)CCn1nnc(-c2ccc(Cl)cc2)n1 | 0.1 | 35.4% | 8.9% | -3.5% | 7.2% | -7.8% | 0.8% | 173.6%[activator] | -2.7% |
| Cc1oc2ncn(CC(C)C)c(=O)c2c1C(=O)NCCCN1CCCCC1C (stereo not drawn) | 0.6 | 12.0% | . | -6.3% | 1.3% | -27.3% | 3.8% | -8.2% | 2.7% |
| COc1ccc(NC(=O)CSc2ccc(-c3ccco3)nn2)c(OC)c1 | -1.1 | ? | 19.1% | -20.8% | -6.5% | ? | -1.0% | ? | -16.2% |
| CC1CCCN(Cc2c(O)ccc3c(=O)c(-c4nc5ccccc5s4)c(N)oc23)C1 (stereo not drawn) | 0.3 | 5.1% | 9.7% | -5.5% | -0.7% | -22.9% | -4.1% | 3.3% | -15.8% |
| CCNc1ncc2nc(CCc3ccccc3)c(=O)n(C[C@H]3CCCO3)c2n1 | . | . | 0.2% | . | . | 7.08µM* | 1.7% | . | -6.5%[60.1 µM] |
| c1ccc(-c2cnnc(N3CCOCC3)n2)cc1 | -0.5 | 12.7% | -0.3% | -23.5% | -0.1% | 0.0% | 1.3% | 15.3% | -12.2% |
| Cc1ccc(C(=O)Nc2cccc(-c3nc4ncccc4o3)c2)cc1 | -0.6 | -4.3% | -0.4% | -10.7% | -7.7% | 0.0% | -12.0% | 135.6%[activator] | -5.9% |
| CCCCOC(=O)NC(NCC(O)c1ccccc1)(C(F)(F)F)C(F)(F)F (stereo not drawn) | -0.2 | ? | 1.2% | ? | -6.3% | 10.6% | -5.8% | 90.9%[activator] | 11.2% |
| CCN(CC)S(=O)(=O)c1ccc2nc(NC(=O)c3ccccc3OC)sc2c1 | 0.2 | 6.5% | . | -7.1% | 0.2% | 1.4% | -1.1% | 0.3% | -1.5%[60.1 µM] |
| CC1(C)CC(=O)c2cc(C(=O)Nc3ccccc3Cl)c(=O)n(-c3ccc(Cl)cc3)c2C1 | 0.6 | 8.4% | . | -12.6% | 3.8% | 6.8% | 0.7% | 8.9% | -10.4%[60.1 µM] |
| COC(=O)CC/C(O)=C1\C(=O)CC(C)(C)CC1=Nc1ccccc1OC | -0.3 | 7.9% | 5.6% | ? | 1.8% | 0.0% | -3.3% | -4.3% | 5.8% |
| CCN(CC)c1ccc(/C=N\NC(=O)c2cccc3cc[nH]c23)cc1 | 0.1 | -0.4% | 1.2% | 118.3%[activator] | -10.0% | 167.0%[activator] | -8.2% | -17.2%[58.9 µM] | -15.6% |
| CSc1ccc(Cn2nnc(C(=O)NCCc3ccc(Cl)cc3)c2N)cc1 | 0.4 | 15.5% | 1.0% | -10.3% | 10.4% | 0.0% | -2.7% | 17.3% | 14.3% |
| CCn1c(=O)c2cc(C(=O)NC3CCCCCC3)sc2c2ccccc21 | 0.4 | -5.8% | . | -3.0% | ? | -10.2% | -8.6% | 8.1% | -1.8% |
| Cc1cc(C)c2c(=O)n(CC(=O)NCCCN3CCN(c4ccccc4F)CC3)sc2n1 | 0.3 | -17.1% | -6.2% | -11.2% | -2.5% | . | 2.3% | 15.3% | -14.4% |
| Cc1nnc(SC(=O)N2c3ccccc3Sc3ccccc32)s1 | 0.1 | -0.8% | -2.8% | 1.0% | . | ? | -8.7% | -14.9% | -7.6% |
| Nc1nc(-c2ccccc2)c(-c2ccccc2)o1 | 0.3 | -0.2% | -0.2% | -8.2% | 0.1% | 0.0% | -0.2% | 49.1%[activator] | 0.1% |
| COc1ccc2c(c1OC)C(=O)OC2N1C(=O)CC[C@H]1C(=O)NCC1CCCO1 (stereo partly drawn) | 0.2 | -5.1% | 26.4% | -7.9% | -0.9% | 7.7% | 0.2% | -5.8% | 6.4% |
| COc1ccc(CC(=O)O/N=C(\N)Cc2cccc3ccccc23)cc1 | 2.7 | -0.9% | -1.1% | -17.6% | -0.4% | -8.0% | -11.6% | -12.6% | -2.3% |
| CCCCC(=O)Nc1nc(-c2ccc(S(=O)(=O)N3CCOCC3)cc2)cs1 | -0.3 | -0.7% | 7.7% | -6.6% | 0.8% | -12.0% | -6.7% | 24.1% | -13.8% |
| COCCCNc1nc2c(c(=O)[nH]c(=O)n2C)n1CC(O)COc1ccccc1 (stereo not drawn) | -2.7 | -1.0% | -1.7% | -7.7% | 4.5% | 6.3% | 1.0% | 11.2% | -0.8% |
| Cc1cc(NC(=O)CSc2nnc(-c3ccc4c(c3)OCCO4)o2)no1 | -0.4 | 20.6% | 0.2% | -9.9% | 1.9% | -12.2% | -2.2% | 21.7% | -1.9% |
| Cc1ccc(C(=O)N2CCN(c3ncnc4c(-c5ccccc5)nsc34)CC2)cc1 | 0.4 | 23.3% | 12.6% | -5.6% | . | . | -0.7% | . | . |
| COCCCNC(=O)CC1C(=O)N(Cc2ccccc2)C(C)c2nc3ccccc3n21 (stereo not drawn) | 0.1 | -11.7% | ? | -5.2% | 1.1% | 5.9% | 2.1% | 49.5%[activator] | -3.6% |
| O=C(COc1ccc([N+](=O)[O-])cc1)NCc1ccncc1 | 0.7 | 32.0% | 1.9% | -6.1% | -7.2% | -21.5% | 1.5% | 88.8%[activator] | 4.6% |

Some of the compounds tested; the hit share may differ from the screen's.
